esBAF inh: inhibitors of esBAF chromatin remodeling in mouse ES cells; Bmi1-luciferase knock-in reporter, 24 h; 100% = twice the neutral-well signal; reporter increase, % at 12.5 µM; actives 2% (n = 350,000); in the data active means activation above about 40%;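 further: 0% = median of the plate's neutral control wells and 100% = double that signal; a rise in the Bmi1 reporter signal indicates esBAF inhibition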
RAD54 inh: RAD54 (human) branch migration inhibition | inhibition, % at 10.4 µM | Q92698 | actives 0.14% (n = 360,000) | AID 602329 | RAD54 Holliday junction branch migration, FAM/BHQ fluorescence;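 active means mean normalized replicate activity at least 40 and at least half of replicates scoring 40 or more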;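 further: 0% = median of neutral control wells and 100% = median of positive control wells; inhibitors cause a drop in the FAM fluorescence signal; in these data hits start at about 50%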
Target sequence (Q92698 whole entry, looked up): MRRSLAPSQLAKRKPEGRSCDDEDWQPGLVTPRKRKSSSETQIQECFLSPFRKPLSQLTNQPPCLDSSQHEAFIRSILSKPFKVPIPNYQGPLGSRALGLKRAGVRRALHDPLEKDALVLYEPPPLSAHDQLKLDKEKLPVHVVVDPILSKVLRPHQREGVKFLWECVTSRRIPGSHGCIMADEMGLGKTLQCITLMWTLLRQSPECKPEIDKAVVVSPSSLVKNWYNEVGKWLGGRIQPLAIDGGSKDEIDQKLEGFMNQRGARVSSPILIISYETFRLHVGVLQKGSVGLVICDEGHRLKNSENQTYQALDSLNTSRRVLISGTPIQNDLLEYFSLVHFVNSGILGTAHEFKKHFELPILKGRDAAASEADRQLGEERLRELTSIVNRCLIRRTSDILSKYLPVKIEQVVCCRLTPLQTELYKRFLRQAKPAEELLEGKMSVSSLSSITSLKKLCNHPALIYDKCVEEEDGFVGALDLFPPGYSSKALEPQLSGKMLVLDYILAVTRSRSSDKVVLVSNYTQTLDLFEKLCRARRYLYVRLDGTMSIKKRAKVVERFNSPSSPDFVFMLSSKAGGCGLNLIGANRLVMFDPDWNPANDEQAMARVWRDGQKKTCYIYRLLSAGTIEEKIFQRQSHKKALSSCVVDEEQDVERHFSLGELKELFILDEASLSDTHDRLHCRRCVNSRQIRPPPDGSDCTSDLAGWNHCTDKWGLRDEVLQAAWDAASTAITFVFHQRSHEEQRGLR
ERAP1 HTS inh: ERAP1 (human) enzyme inhibition; actives 0.15% (n = 340,000); inhibition, % at 10.7 µM; AID 652197; Q9NZ08; recombinant ERAP1, Leu-AMC fluorescence, 60 min;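 active means mean replicate inhibition of at least 30%, or all replicates individually reaching that 30% level; inactive means mean below 30% and not every replicate reaching it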;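 further: 0% = neutral control wells and 100% = L-leucinethiol positive control wells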
XiGFP reactiv: reactivates the inactive X chromosome in mouse fibroblasts. XiGFP mouse fibroblasts, % GFP-positive cells imaging, 3 d; cells co-treated with 5-aza-dC sensitizer; scaled so ellipticine positive control = 100%. activation, % at 7.58 µM. actives 0.055% (n = 360,000);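 active means mean normalized replicate activation at least 10% and every replicate at or above 10%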;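 further: 0% = median of on-plate neutral control wells and 100% = ellipticine 6 µM median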
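System: XiGFP fibroblasts, SV40-immortalized. Medium: DMEM plus 5-aza-dC sensitizer. Doses: single point. Timing: 3 d treatment, 15 min room-temperature fixation. Control set: ellipticine 6 µM.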
RAD52 inh: RAD52 (human) annealing inhibition; recombinant RAD52 DNA annealing, FRET fluorescence; inhibition, % at 18.7 µM; actives 0.46% (n = 360,000); AID 651710;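 active means every replicate showing at least 50% inhibition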
F508del corr: CFTR F508del correction in bronchial cells | CFBE cells, YFP halide quenching; stimulated with forskolin plus potentiator P3; % fluorescence drop versus neutral controls | actives 0.36% (n = 350,000) | AID 720511 | activity (quench increase), % at 7.58 µM;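 active means mean added fluorescence quench of at least 8% versus neutral control, with both replicates also reaching 8%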;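 further: cells transiently co-express mutant CFTR-F508del with the halide-sensitive YFP; corrector assay measuring rescue of mutant channel to the surface after 24 h compound exposure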
INS-1E GSIS act: primary screen for activators of insulin secretion dependent on glucose, INS-1E cells, GLuc reporter luminescence | INS-1E GLuc reporter insulin secretion, 2-3 h | activation, % at 16.6 µM | actives 0.61% (n = 370,000) | AID 743287;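 active means lowest replicate activation of at least 40%, so every replicate reaches that level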;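 further: 0% = median of neutral control wells and 100% = median of IBMX positive control wells; some compounds called inactive have numbers as strong as hits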
ARNT TACC3 PPI: disruptors of human ARNT/TACC3 interaction | Q9Y6A5 | actives 0.66% (n = 390,000) | inhibition, % at 9.99 µM | AID 623870 | AlphaScreen His-ARNT PAS-B/GST-TACC3 binding, luminescence; TACC3 fragment carries E629A point mutation;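 active means mean inhibition of replicates at least 50% and at least half of replicates each reaching 50%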;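 further: 0% = complete ARNT plus TACC3 wells and 100% = ARNT alone without TACC3; many hits fall short of the cut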
Active calls of the source: *; nt = no result given; & = joins results of further samples; ! = not confirmed by another sample. Not a hit list; any-hit rate near 3.3%.

SMILES	esBAF inh	RAD54 inh	ERAP1 HTS inh	XiGFP reactiv	RAD52 inh	F508del corr	INS-1E GSIS act	ARNT TACC3 PPI
COc1cccc(NC(=O)N(C)C[C@@H]2Oc3cc(-c4ccccc4OC)ccc3S(=O)(=O)N([C@H](C)CO)C[C@H]2C)c1	8	-15	-1	4.1	-51	0.4	-11	2
CC(=O)N1CCN(C(=S)NC(=O)C23CC4CC(CC(C4)C2)C3)CC1	nt	nt	0	-0.1	-7	-2.2	1	-4
COc1ccc(-n2cc([N+](=O)[O-])c(=O)c3ccc(Cl)cc32)cc1	-7	-2	2	0.1	-18	-0.6	5	-17
CCOc1ccccc1NC(=O)c1sc2nc(C)nc(N3CCOCC3)c2c1C	9	12	-11	0.2	-23	-1.5	3	-1
COc1ccc(NC(=O)Nc2ccc3c(c2)CC(=O)N([C@H](C)CO)C[C@@H](C)[C@H](CN(C)C(=O)Nc2ccc(OC)cc2)O3)cc1	0	5	-1	-0.2	11	-1.6	7	1
CN(C)CCCN(C(=O)c1sc2ccccc2c1Cl)c1nc2c(F)cccc2s1	nt	9	nt	0.0	nt	nt	-14	7
O=C(O)CCCCCCCCCCCNC(=O)NC12CC3CC(CC(C3)C1)C2	nt	5	4	0.0	-17	3.0	3	9
CCCCC(CC)CNC(=O)c1cc2ccccc2c(=O)o1 (centres undefined)	nt	-2	2	0.0	-4	0.5	7	-2
CC(C)C[C@@H](CNCC(=O)[C@H](CC(C)C)NC(=O)c1[nH]cnc1C(=O)N[C@@H](C)CN)NC(=O)c1nc[nH]c1C(=O)N[C@@H](CC(C)C)C(=O)O	-3	-10	-45	-0.1	-12	-3.9	10	0
O=C(/C=C/c1cccs1)Nc1cccnc1	nt	nt	-2	0.0	-15	6.0	11	3
CCC(=O)N1CC2(C1)CN(S(C)(=O)=O)[C@H](CO)c1c2c2ccc(OC)cc2n1C	nt	nt	1	0.1	-3	-0.7	23	nt
Cc1ccc(C2=NN3C(C(=O)c4ccccc4)Oc4ccccc4C3C2)cc1 (centres undefined)	68*	-2	nt	nt	nt	nt	-34	4
CCc1ccc(-c2cc(C)no2)cc1S(=O)(=O)Nc1ccc(C)cn1	-7	-3	0	0.0	-16	-0.2	32	0
Cc1ccc(C(=O)COC(=O)CN2C(=O)C3CC=CCC3C2=O)cc1C (centres undefined)	5	0	-1	0.1	0	0.4	-1	nt
C[C@@H]1CN([C@H](C)CO)S(=O)(=O)c2ccc(C3=CCCCC3)cc2O[C@H]1CN(C)C(=O)c1ccccc1	3	9	0	0.7	7	-4.6	-10	9
COC(=O)c1ccccc1NC(=O)/C=C/C(=O)O	-1	-1	-1	0.0	12	nt	nt	0
Cc1noc(C)c1NC(=O)N(C)C[C@H]1OCCCC[C@@H](C)Oc2ccc(NS(C)(=O)=O)cc2C(=O)N([C@H](C)CO)C[C@H]1C	-5	1	nt	0.0	nt	-1.7	6	-2
Cc1cccc(C)c1NC(=O)c1cccc2c1-c1ccccc1C2=O	nt	-10	0	0.1	-12	-2.3	nt	7
CCN(CC(=O)NCc1ccc(F)cc1)C(=O)c1ccc2c(c1)OCO2	-3	nt	0	0.0	3	3.8	31	nt
COc1ccc(-c2cnc3c(c2)C(=O)N([C@H](C)CO)C[C@H](C)[C@H](CN(C)C(=O)NC2CCCC2)O3)cc1	-4&-5	3&5	0&1	-0.2	1&13	-1.2&-2.3	-5	-1&-1
Cc1ccc(S(=O)(=O)N(C)C[C@@H]2OCCCC[C@H](C)Oc3ccc(NC(=O)CCCN(C)C)cc3C(=O)N([C@@H](C)CO)C[C@H]2C)cc1	-4	-1	0	0.0	22	1.2	-9	8
O=C(NCc1ccccn1)c1nc(Cn2cc([N+](=O)[O-])cn2)no1	1	-1	-1	0.1	-4	-1.0	6	0
Cc1ccc(Nc2nnc(SCC(=O)NC3CCS(=O)(=O)C3)s2)c(C)c1 (centres undefined)	nt	nt	3	0.0	-13	3.5	-4	19
CCc1ccccc1Oc1nc2cc(-c3cccc(OC)c3)sc2c(=O)n1C	-1	-6	2	-0.1	-35	2.7	12	nt
CCCNC(=O)C[C@@H]1CC[C@H]2[C@@H](COc3ccc(NC(=O)NC(C)C)cc3C(=O)N2C)O1	0	-5	0	5.1	0	-3.2	-2	-4
SMILES	esBAF inh	RAD54 inh	ERAP1 HTS inh	XiGFP reactiv	RAD52 inh	F508del corr	INS-1E GSIS act	ARNT TACC3 PPI
CCc1nc2ccccc2c(C(=O)Nc2cc(C)ccc2C)c1C	4	-8	-1	0.0	-7	1.8	-25	nt
O=C(CCNS(=O)(=O)c1ccccc1)NCCSc1ccc(Br)cc1	-2	9	-4	0.3	-2	-0.5	nt	-1
C[C@@H](C(=O)Nc1ccc2c(c1)OCCO2)n1c(=O)[nH]c2ccccc2c1=O	-42	3	2	0.0	-7	2.3	4	0
CCN(CC)Cc1cc(Nc2ccnc3cc(Cl)ccc23)ccc1O	-4&-4	75*!	-1&-1	-0.1&-0.1	88*!	-2.0	9	1&5
Cc1ccnc(N2CCN(C(=O)CSc3nc4ccccc4nc3N3CCC(C)CC3)CC2)c1	5	nt	2	0.0	-1	-2.3	9	-1
CC(C)N(Cc1nc(-c2ccc(Cl)cc2)no1)C(=O)CN(C)S(=O)(=O)c1ccc(Cl)cc1	-11	-7	-6	nt	-10	-1.9	-23	-21
CCCOc1ccc(NC(=O)C2CC(=O)N3CCCN=C3S2)cc1 (centres undefined)	5	-1	nt	nt	nt	nt	-25	-1
O=C(C1CCC1)N1C[C@H]2[C@@H](c3ccccc31)[C@H](CO)N2C(=O)c1ccccc1F	-2	-10	-2	0.3	-5	-2.1	2	-8
C=CCn1c(SCC(=O)NCC(c2ccccc2)N(C)C)nc2sc3c(c2c1=O)CCC3 (centres undefined)	2	9	1	0.0	-8	-1.1	-11	2
COCCNC(=O)COc1ccc(N(C)S(=O)(=O)c2ccc3ccccc3c2)cc1	-3	0	2	0.1	-6	-0.2	9	-8
CCCN(CC(=O)Nc1ccccc1OC)C(=O)c1cc(-c2cccs2)nn1-c1ccccc1	nt	nt	6	0.0	-25	-7.4	5	2
CCOC(=O)[C@]12CCCC=C1N(CCC1=CCCCC1)C(=O)[C@H](CC(=O)NCC1CCCCC1)C2	nt	nt	8	-0.1	-2	-0.5	12	nt
O=C(Cc1cccs1)N1CCN(S(=O)(=O)c2ccc(Cl)c(C(F)(F)F)c2)CC1	-4	-8	-6	-0.1	-12	1.6	-3	-6
CCOC(=O)C1=C(C)N(CCCC(=O)O)C(=O)NC1c1ccc2ccccc2c1 (centres undefined)	1	-6	nt	0.1	-9	-1.2	13	-2
CC(=O)c1ccc(NC(=O)c2noc(C(C)C)c2[N+](=O)[O-])cc1	nt	nt	-4	0.5	-4	-4.1	-3	-1
CN1CCN2c3ncccc3Cc3ccccc3[C@@H]2C1	-1	-3	1	0.3	-6	2.9	nt	1
O=C(C[C@@H]1CC[C@H]2NC[C@@H](O)COC[C@@H]2O1)NCCN1CCCC1	nt	nt	4	0.0	-2	-0.2	21	nt
Cc1ccc(NC(=O)CSc2nc3nc(C)cc(C)c3c(=O)[nH]2)cc1	-6	-7	-1	nt	-8	nt	-7	-3
CCN1CCN(c2nc3c(C)cccn3c(=O)c2/C=C(\C#N)C(=O)NCCOC)CC1	-6	1	-71	0.0	2	-0.7	13	-1
COc1ccc(/C=N/NC(=O)c2cc(C)n(-c3ccccc3)c2C)cc1OC	nt	nt	2	0.4	-12	-1.8	6	1
COc1ccc(NC(=O)N[C@H]2CC[C@H](CCNS(=O)(=O)c3ccccc3F)O[C@H]2CO)cc1	0	-1	0	-0.4	-15	2.7	2	-8
COc1ccc(-c2ccc([C@H]3[C@@H](C#N)N(C(=O)C4CC4)[C@@H]3CO)cc2)cc1	9	-4	2	-0.1	-50	1.9	3	27
NC(=S)Nc1cccc2cccnc12	-4	10	4	nt	-11	nt	12	0
COc1ccc(S(=O)(=O)N2CCCC(c3cc(C(=O)NCc4cccnc4)no3)C2)cc1 (centres undefined)	3	-7	-6	0.0	6	-2.7	-7	nt
CCCNC(=O)C(Cc1ccccc1)NS(=O)(=O)c1ccc2c(c1)c(=O)n(C)c(=O)n2C (centres undefined)	-2	-6	1	0.0	-1	0.8	nt	-5
SMILES	esBAF inh	RAD54 inh	ERAP1 HTS inh	XiGFP reactiv	RAD52 inh	F508del corr	INS-1E GSIS act	ARNT TACC3 PPI
CC(C)Oc1cc(C(=O)NC2CCCCC2)c2ccccc2n1	-5	-10	1	0.1	-8	-0.4	-7	-5
CCOC(=O)CC[C@H](NC(=O)Cn1cnc2c(NCc3ccccc3)ncnc21)C(=O)OCC	4	3	0	0.4	-12	-3.5	-9	-3
O=c1c2oc3ccccc3c2ncn1Cc1ccc(F)cc1	17	8	-6	0.0	-10	1.6	-10	3
CCC(=O)NC(=S)Nc1ccc(NC(=O)COc2ccc(Cl)c(C)c2)cc1	nt	nt	1	0.1	-20	nt	nt	-5
CC(C)(C)OC(=O)NCCCC[C@H](NC(=O)c1nc[nH]c1C(=O)NC1CCN(C(=O)OC(C)(C)C)CC1)C(=O)OC(C)(C)C	14	3	-3	0.0	-11	-1.9	-1	8
Cc1cc(NC(=O)CCN2CCCCC2)ccc1Br	-6	6	1	2.2	-14	-7.2	13	-2
O=C(c1csc2c1CCCCC2)N1CCN(c2ncccn2)CC1	1	-14	2	nt	-6	-2.1	2	5
CCc1csc(CCNC(=O)C2CCC(=O)N(CCc3cccc(F)c3)C2)n1 (centres undefined)	10	0	-1	-0.1	-6	1.4	23	-4
CCOc1c(CNc2nnnn2C)cccc1OC	-4	9	-1	-0.2	-7	0.4	2	-1
CC(/C=C/c1ccco1)=N/NC(=O)c1ccc(C)nc1	-2	8	nt	0.0	-22	1.2	-4	7
CN(C)CC(=O)N[C@@H]1CC[C@@H](CCn2cc(C3CCCCC3)nn2)O[C@@H]1CO	0	16	3	-0.2	0	1.0	-14	-6
CN(C)C(=O)c1cc(C(=O)Cc2ccccc2)c[nH]1	1	-5	-1	0.0	-18	1.6	10	5
Cc1ccc(C(=O)OCC(=O)NCCN2C(=O)CSC2=O)cc1[N+](=O)[O-]	-7	-5	0	0.1	1	-0.1	1	-12
Cc1cccc(N2CCN(CC(O)COc3ccc4ccccc4c3)CC2)c1 (centres undefined)	3	-5	-3	0.1	13	0.1	nt	-1
Cc1noc(C)c1NC(=O)N(C)C[C@H]1Oc2ccc(NS(=O)(=O)c3ccc(F)cc3)cc2CC(=O)N([C@H](C)CO)C[C@H]1C	-3	-7	0	0.2	-1	-1.0	10	-8
O=C(Nc1cccc2ccccc12)c1csc([C@@H]2C[C@H](O)[C@@H](CO)O2)n1	4	-2	11	0.0	-12	0.6	-3	nt
Cc1ccc(/C=N/NC(=O)Cc2cccn2C)cc1	nt	nt	0	0.1	-24	-1.8	10	-4
CN(C)C(=O)c1ccc(-c2ccc([C@H]3[C@H]4CN(C(=O)CC5CC5)CC(=O)N4[C@H]3CO)cc2)cc1	nt	nt	0	0.0	-8	-4.3	11	nt
CCc1cc(=O)oc2cc(OC(C)C(=O)NCc3ccccn3)ccc12 (centres undefined)	-1	-2	-2	0.1	2	-8.1	3	6
Clc1cccc(-c2nn3c(Cn4cnc5ccccc54)nnc3s2)c1	nt	nt	5	nt	6	2.2	-1	nt

High-throughput results deposited in PubChem BioAssay by Broad Institute.
